AGP1-GFP MLPCN = yeast TOR pathway AGP1-GFP modulation. hit rate 0.02% among 320,000. S. cerevisiae AGP1-GFP multiplex flow cytometry, 3 h; GFP as percent of DMSO wells. AID 2066. GFP response vs DMSO, % at 10 µM;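 active means GFP response relative to DMSO above a set limit, near screen average plus 3 SD, cut at about 150% in these data; inconclusive means fewer than 70 cells counted for the yeast strain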;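 further: median GFP channel fluorescence of the gated AGP1 strain per well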
VLA-4 inh = inhibition in a human VLA-4 binding assay; hit rate 0.2% among 330,000; inhibition, % (about 7 µM as worked out from the volumes in the protocol); VLA-4 expressing cells, ligand binding flow cytometry; in the data active means inhibition above about 50%
MEX-5 binding = C. elegans MEX-5 TCR-2 RNA binding activity. Q9XUB2. MEX-5/FITC-TCR2 RNA binding, fluorescence polarization; hits give low values. activity score (negative = inhibition of binding), % at 10 µM. hit rate 0.38% among 300,000. AID 1832;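 active means inhibition past about -25% in most replicates, and total fluorescence under double the plate's negative control median, limit read from the data; inconclusive means replicates evenly split on the limit, or fluorescence at least double controls; inactive means too little inhibition in most replicates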;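 further: 0% = DMSO and -100% = 5 µM competing unlabeled TCR2 RNA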
Target sequence (Q9XUB2 whole entry, looked up): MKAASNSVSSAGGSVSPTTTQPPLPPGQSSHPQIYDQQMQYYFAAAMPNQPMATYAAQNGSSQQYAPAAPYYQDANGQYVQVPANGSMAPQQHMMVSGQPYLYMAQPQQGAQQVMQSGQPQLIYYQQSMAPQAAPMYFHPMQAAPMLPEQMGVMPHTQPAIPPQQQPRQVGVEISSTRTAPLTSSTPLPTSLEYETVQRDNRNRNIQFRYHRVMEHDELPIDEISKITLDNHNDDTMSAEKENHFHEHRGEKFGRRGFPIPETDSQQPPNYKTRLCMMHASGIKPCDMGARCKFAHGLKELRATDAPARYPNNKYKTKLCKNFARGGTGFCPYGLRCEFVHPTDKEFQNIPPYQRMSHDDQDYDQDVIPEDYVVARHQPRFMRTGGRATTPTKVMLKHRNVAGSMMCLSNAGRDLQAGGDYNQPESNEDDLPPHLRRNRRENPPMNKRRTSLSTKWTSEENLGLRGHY
CIT2 TOR yeast = alters CIT2-GFP fluorescence in TOR pathway yeast screen. GFP response vs DMSO, % at 10 µM. AID 2029. hit rate 0.065% among 320,000. S. cerevisiae CIT2-GFP strain, flow cytometry, 3 h; 100 means same as DMSO wells;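 active means GFP response relative to DMSO above a set limit, near the screen mean plus 3 SD, cut at about 150% in these data; inconclusive means Fewer than 70 cells measured for a yeast strain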;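 further: ratio of well median GFP fluorescence to mean of DMSO wells on the plate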
GLD-1 TGE inh = GLD-1-TGE RNA interaction inhibition (C. elegans); inhibition, % at 5.96 µM; hit rate 0.44% among 320,000; Q17339; purified GLD-1 + fluorescein TGE RNA, fluorescence polarization; AID 2280;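 active means percent inhibition above a per-plate cutoff, the plate mean of test compounds plus 3 SD, cut at about 30% in these data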;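 further: 0% = DMSO wells with GLD-1 and probe and 100% = wells lacking GLD-1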
MCL1-BIM inh = disrupts human MCL1 binding to BIM-BH3 peptide | hit rate 0.68% among 320,000 | Q07820 | GST-MCL1 / FITC-Bim-BH3 fluorescence polarization | inhibition, % at 10.9 µM;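 active means inhibition above the mean inhibition of all tested compounds plus 3 SD, set per campaign, cut at about 40% in these data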;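 further: 0% = DMSO wells and 100% = unlabeled Bim-BH3 peptide control; higher means more loss of mP so more displacement of Bim peptide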
Target sequence (Q07820 whole entry, looked up): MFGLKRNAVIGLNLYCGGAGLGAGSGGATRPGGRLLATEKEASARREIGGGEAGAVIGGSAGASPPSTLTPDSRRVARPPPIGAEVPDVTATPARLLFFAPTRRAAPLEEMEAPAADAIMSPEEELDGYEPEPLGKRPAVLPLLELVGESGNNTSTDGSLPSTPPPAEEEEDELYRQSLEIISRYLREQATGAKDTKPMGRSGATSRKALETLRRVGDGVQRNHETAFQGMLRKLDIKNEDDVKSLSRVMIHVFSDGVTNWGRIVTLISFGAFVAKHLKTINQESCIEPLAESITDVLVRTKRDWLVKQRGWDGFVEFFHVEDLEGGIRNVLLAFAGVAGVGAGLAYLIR
CR mimetic SO = caloric restriction mimetics inhibiting age-related superoxide in yeast; S. cerevisiae aged cells, superoxide DHE fluorescence; hits give low values; superoxide response (% of plate mean), % at 10 µM; hit rate 0.18% among 330,000; AID 2690;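 active means superoxide response under a set limit, about three screen SD below normal, cut at about 65% in these data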;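 further: yeast aged for seven days with compound at 30 °C before DHE staining; 100% = average MFI of all compound-treated wells on the plate with controls excluded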
BCLXL inh = blocks human Bcl-xL binding to Bim BH3 peptide; Q07817; GST-Bcl-xL / FITC-Bim BH3 peptide fluorescence polarization; inhibition, % at 10.9 µM; hit rate 0.7% among 320,000;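 active means inhibition above the mean of all tested compounds plus 3 SD, cutoff set per campaign, cut at about 30% in these data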;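 further: 0% = DMSO wells and 100% = unlabeled Bim-BH3 peptide competitor; inhibitors lower millipolarization by displacing the labeled peptide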
Target sequence (Q07817 whole entry, looked up): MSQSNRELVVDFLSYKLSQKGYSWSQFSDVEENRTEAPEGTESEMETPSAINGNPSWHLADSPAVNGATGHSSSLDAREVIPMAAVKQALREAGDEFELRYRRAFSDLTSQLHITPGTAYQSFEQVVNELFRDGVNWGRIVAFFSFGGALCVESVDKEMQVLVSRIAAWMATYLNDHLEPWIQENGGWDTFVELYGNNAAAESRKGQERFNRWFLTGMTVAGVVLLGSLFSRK
GRK2 inh = inhibitors of human GRK2 displacing RNA aptamer; AID 488847; bead flow cytometry, FAM-aptamer displacement from GRK2; inhibition of aptamer binding, % at 10 µM; P25098; hit rate 0.59% among 330,000;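 active means inhibition of aptamer binding above 40%, roughly 3 SD of noise, on plates passing a quality check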;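 further: median bead fluorescence of bound FAM aptamer so fluorescent compounds give negative values; no value below 0 was filed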
* = called active by the depositor; ? = inconclusive; · = no result given.

Start of the data: the first two records as a preview:
SMILES	AGP1-GFP MLPCN	VLA-4 inh	MEX-5 binding	CIT2 TOR yeast	GLD-1 TGE inh	MCL1-BIM inh	CR mimetic SO	BCLXL inh	GRK2 inh
CNS(=O)(=O)c1cccc(C(=O)NNC(=O)c2ccc(COc3ccccc3)cc2)c1	100	8	1.3	88	-4	2	99	5	0
COc1ccc(C)cc1NC(=O)CCC(=O)Nc1nnc(C(F)(F)F)s1	96	-2	-0.9	89	-2	3	103	4	0

The whole of this part (from the top)
SMILES	AGP1-GFP MLPCN	VLA-4 inh	MEX-5 binding	CIT2 TOR yeast	GLD-1 TGE inh	MCL1-BIM inh	CR mimetic SO	BCLXL inh	GRK2 inh
CNS(=O)(=O)c1cccc(C(=O)NNC(=O)c2ccc(COc3ccccc3)cc2)c1	100	8	1.3	88	-4	2	99	5	0
COc1ccc(C)cc1NC(=O)CCC(=O)Nc1nnc(C(F)(F)F)s1	96	-2	-0.9	89	-2	3	103	4	0
COc1ccc(NC(=O)Cn2c(=O)oc3cc(S(=O)(=O)N4CCCC4)ccc32)cc1	97	31	-1.5	99	0	6	103	-1	0
CC(C)(C)OC(=O)NCCCC1=CC2=CC(=O)C(C)(OC(=O)c3ccc(Cl)nc3)C(=O)C2=CO1 (centres undefined)	83	-15	?	80	93*	85*	78	80*	0
CN(C)/C=C/C(=O)c1ccccc1OCc1cnc(Cl)s1	78	-6	-4.1	75	6	-2	90	-6	0
CCc1ccccc1NC(=S)Nn1cnnc1	96	-5	·	99	·	·	92	·	0
CCCC1C2C(=O)N(c3ccc(OC)cc3)C(=O)C2ON1c1ccccc1 (centres undefined)	112	16	0.7	104	2	9	103	6	0
CCN1CCN(Cc2ccc(NC(=O)c3cc(NC(=O)c4cc(-c5ccc(OC)cc5)n[nH]4)cc(OC)c3)cc2C(F)(F)F)CC1	90	4	7.6	95	7	5	96	6	0
Cn1c(SCC(=O)N2CCCc3ccccc32)nc2cccnc21	98	-13	1.1	97	5	5	105	2	0
CCN(CC)S(=O)(=O)c1ccc(N2CCOCC2)c(NC(=O)C2=COCCO2)c1	98	-6	-1.8	105	-3	6	90	-1	1
Cc1ccc(NC(=O)Cn2c(=O)n(CCCC(=O)NCc3ccco3)c(=O)c3ccccc32)cc1	106	3	-3.2	104	-12	3	104	2	1
Nc1nc(SCc2cccc(Br)c2)n[nH]1	101	1	-1.3	106	·	·	102	·	0
CCCCNC(=O)c1ccc(Cn2c(=S)[nH]c3c([nH]c4ccc(OC)cc43)c2=O)cc1	92	8	-0.3	97	9	1	87	-2	25
O=C(O)c1ccc(CNCc2ccc(Cl)cc2Cl)cc1	94	1	-2.6	94	-4	2	97	4	4
CCNc1nc(NC(C)C)nc(Oc2ccc(OCc3ccccc3)nn2)n1	101	-4	·	98	1	2	110	1	1
CCN(CC(=O)NCc1ccc(F)cc1)C(=O)/C=C/c1ccco1	101	5	1.5	101	11	4	94	5	0
COc1ccc(C(=O)CSc2nc(-c3ccccn3)nc(C)c2Cl)cc1	89	-6	-0.3	77	4	-3	103	2	2
O=C(CS(=O)(=O)Cc1ccccc1)Nc1ccccn1	103	1	1.6	98	1	6	109	12	0
CCCCC[C@@H]1C=C(C(=O)O)[C@H](c2ccc3c(c2)OCO3)N1S(=O)(=O)c1ccc(C)cc1	101	-2	·	83	7	·	113	·	2
CCN(C[C@H]1N[C@@](CC)(C(=O)OC)[C@H]2C(=O)N(Cc3ccccc3)C(=O)[C@@H]12)C(=O)Nc1ccc(Cl)cc1	109	33	·	102	4	·	84	·	0
Cc1ccc(NS(=O)(=O)c2ccc(NC(=O)CN(c3cc([N+](=O)[O-])ccc3C)S(C)(=O)=O)cc2)c(C)c1	102	2	1.3	103	7	7	99	8	0
CCc1cccc2c(C(=S)N3CCOCC3)c[nH]c12	98	0	1.7	103	6	9	113	2	1
Cc1ccccc1N1C(=O)C(Oc2ccc(Cl)cc2)C1CNCC1CCCO1 (centres undefined)	102	4	-1.2	100	7	13	89	3	0
Cc1ccccc1OCC(=O)Nc1c2c(nn1C(C)(C)C)CS(=O)(=O)C2	103	-2	0.1	107	7	-6	100	-1	0
CCN(CC)S(=O)(=O)c1cc(C(=O)NCCN2CCOCC2)ccc1Cl	107	-2	1.1	102	-2	2	103	4	0
c1ccc(CCNc2nc(-c3ccncc3)cs2)cc1	97	-2	-0.2	102	-1	-2	98	1	0
COc1cc(C=O)ccc1OS(=O)(=O)c1ccccc1[N+](=O)[O-]	107	2	-1.2	103	1	2	100	5	0
CC(C)(C)c1ccc(C(=O)NNc2cc(N3CCCCC3)nc(N3CCCCC3)n2)cc1	101	-7	-2.2	107	-15	-4	103	-3	0
CC(C)Sc1cc(N2CCCC2)nc(-c2ccccc2)n1	99	0	2.5	101	-3	-1	93	1	2
COc1ccc(CN2C(=O)C(CC(C)C)Nc3ncnc(N4CCN(c5ccccc5)CC4)c32)cc1 (centres undefined)	87	2	-3.0	86	1	3	99	2	0
CCCCn1c(CCNC(=O)CCC)nc2ccccc21	94	20	5.5	98	1	8	94	0	0
O=C(/C=N/NC(=O)c1ccc(Cl)cc1Cl)c1ccccc1	101	-4	-1.8	89	0	-6	107	-2	0
O=C(/C=C/c1ccccc1Cl)N1CCOCC1	95	12	2.1	104	-2	5	101	6	1
c1csc(-c2ccn[nH]2)c1	95	9	0.4	100	-75	4	103	1	0
O=C(NCC(c1ccco1)N1CCc2ccccc2C1)c1ccccc1Br (centres undefined)	91	20	-0.9	89	-5	9	100	7	2
O=C(COc1ccccc1)Nc1ccc(OC(F)(F)C(F)F)c(NC(=O)COc2ccccc2)c1	104	21	-1.9	98	2	5	101	13	2
FC(F)(F)c1cc(C(F)(F)F)c2ccc(Oc3ccccc3)nc2n1	108	-16	-2.6	96	7	3	99	3	4
CC1=CCCC(C)(C)C1/C=C/C(C)=N/NC(=O)c1ccncc1 (centres undefined)	103	-5	-0.2	115	-9	2	104	5	0
Cc1cc(C)c(/C=N/NC(N)=O)c(C)c1/C=N/NC(N)=O	100	9	1.5	103	-4	5	91	7	0
O=C(Nc1nnc(SCc2ccccc2)s1)C1=COCCO1	93	7	3.6	90	3	5	96	1	2
Cc1cc(C)c2[nH]c(=O)c(=O)[nH]c2c1	102	4	0.9	94	0	2	90	5	0
COc1ccc(NS(=O)(=O)c2cc(NC(=O)CNC(=O)c3ccc(C)s3)ccc2Cl)cc1	102	13	6.6	93	2	-1	109	6	0
OCC1(Cc2ccccc2F)CCCN(CC2CCCCC2)C1 (centres undefined)	98	10	-2.2	95	0	4	102	-1	0
Cc1ccc(S(=O)(=O)N/N=C/c2cccc(OC3CSC3)c2)cc1	96	27	0.3	93	-2	-3	96	0	2
COc1ccccc1C(=O)NC(=O)COC(=O)CCOc1ccc(C)cc1	105	-3	-0.6	91	11	-2	93	3	2
CCc1ccc(CNC(=O)CCn2nc(C)c3c(C)n(-c4ccccc4)nc3c2=O)cc1	104	29	1.8	124	-6	-1	79	1	1
CCOc1ccc(/C=N/NC(=O)CC(=O)Nc2ccc(Cl)c(Cl)c2)cc1	111	·	-1.7	102	4	8	108	1	2
CCC1=C2CC[C@H]3C(=O)N(c4ccccc4)C(=O)[C@H]3[C@H]2[C@@]2(C)C(=NCC3CC3)OC(=O)N2C1=O	·	·	-0.9	·	-2	7	·	2	·
CC(=O)Nc1ccc(S(=O)(=O)N(Cc2ccco2)CC2CCCO2)cc1 (centres undefined)	85	9	3.3	83	5	1	100	13	4
CC(=O)Nc1ccc(S(=O)(=O)Nc2nc3c(s2)CCCC3)cc1	100	10	2.8	104	3	2	95	4	0

Next entries follow.
SMILES	AGP1-GFP MLPCN	VLA-4 inh	MEX-5 binding	CIT2 TOR yeast	GLD-1 TGE inh	MCL1-BIM inh	CR mimetic SO	BCLXL inh	GRK2 inh
COc1cc(/C=N/NC(=O)Cc2csc(C)n2)ccc1OCC(C)C	99	-6	0.3	99	2	10	105	3	0
CCOC(=O)c1nn(-c2ccc(F)cc2)c(=O)cc1OCC(=O)Nc1ccc(F)c(F)c1	105	3	1.1	99	5	9	106	2	0
COc1ccc2c3c(cccc13)OC2=O	106	-1	-1.3	111	0	-1	102	0	4
Nc1ccc(-c2cnc3ccccc3n2)cc1	90	1	-1.4	89	5	4	83	2	3
COc1cc(/C=C/C2=NC(=O)C(C)(C)O2)ccc1O	111	10	18	113	-1	-10	92	0	1
CC(=O)c1cn(C(=O)c2ccc(Cl)cc2)c2ccccc12	103	7	-1.1	108	1	-1	94	4	5
COC(=O)N/N=C/c1cccs1	97	3	-0.6	104	3	0	102	6	0
Cn1c(SCC(=O)N2CCCC2)nc2ccccc2c1=O	98	7	0.6	105	6	2	127	8	0
Cc1nonc1C(=O)N/N=C/c1cccc(O)c1	99	1	-0.8	101	-7	-7	107	-4	0
O=C(Nc1cccc(S(=O)(=O)N2CCOCC2)c1)c1ccccn1	108	3	0.3	116	7	2	95	7	1
Cc1ccc(Cn2ccc(NC(=O)c3cc(CC(C)C)on3)n2)cc1	96	3	-0.1	97	-3	3	105	6	4
CC(C)(C)OC(=O)NCCc1nnc(SCc2ccccc2Cl)o1	103	2	0.7	99	1	2	112	3	0
C[C@H](CO)N1C[C@H](C)[C@H](CN(C)C(=O)Nc2cccc3ccccc23)Oc2c(NC(=O)c3ccc(-c4nccs4)cc3)cccc2C1=O	·	-6	·	·	2	·	85	·	3
CCN(CC)CCn1c2c(c(SCC(=O)Nc3ccc4c(c3)OCCO4)nc1=O)CCC2	95	-7	-0.9	94	0	4	103	0	0
COc1ccc(S(=O)(=O)N2CCCC2)cc1C(=O)N1CCCCC1	100	3	1.4	106	4	3	109	1	0
COC(=O)c1cc(=O)c2cccc(OC)c2[nH]1	·	-4	-2.1	·	0	18	100	7	0
Cc1ccccc1OCC(=O)Nn1c(COc2ccccc2)nc2ccccc2c1=O	101	8	1.4	85	1	-1	103	5	2
COC(=O)c1cc(C(=O)Nc2nc3ccccc3[nH]2)cc([N+](=O)[O-])c1	97	-16	-0.2	96	-6	7	101	5	0
COc1cccc(CNCc2ccc(OC)c3ccccc23)c1OC	?	11	-2.0	?	-4	-2	110	2	0
O=C(COc1ccc(Br)cc1)N/N=C1/SCC(=O)N1Cc1ccco1	96	0	-1.2	99	2	0	100	3	3
COc1ccc(C2C(C#N)=C(N)N(c3sc4c(c3C#N)CCCC4)C3=C2C(=O)CC(C)(C)C3)cc1 (centres undefined)	100	6	0.1	111	2	-23	104	-21	0
CCCC(=O)Nc1nnc(SCC(=O)N2CCCCC2)s1	101	10	-2.0	100	-4	-10	95	-14	0
NS(=O)(=O)c1cccc(NC(=O)CN2CCc3ccccc32)c1	99	6	0.6	99	47*	77*	102	63*	3
COc1ccc(C2=NN(C)C(=NCc3ccccc3)SC2)cc1	99	6	-3.3	99	-1	6	102	-1	0
O=C(c1cc([N+](=O)[O-])cc([N+](=O)[O-])c1)N(c1ccccn1)c1ccccn1	91	14	2.5	88	1	10	114	2	4
O=C(Nc1ccc(Cl)cc1)C(Cl)C(=O)c1ccccc1 (centres undefined)	97	17	-0.9	102	7	8	94	9	0
CCOc1ncccc1C(=O)Nc1ccc2nc(C)sc2c1	93	-4	6.1	99	1	1	105	7	0
CCC[n+]1c(C)sc2c3c(ccc21)CCCC3	105	1	·	95	-8	-14	108	-11	11
CCOC(=O)NC1(NC(C)C)Oc2ccccc2O1	98	10	-1.6	97	0	5	109	15	2
COc1cc(C(=O)Nc2cccc(NC(=O)c3cccs3)c2)cc(OC)c1OC	97	4	3.8	108	·	·	101	·	0

Assay outcomes deposited in PubChem by several laboratories.
